BoNT A protease: BoNT A light chain protease inhibition | inhibition, % at 10 µM | multiplex microsphere protease substrate cleavage, flow cytometry | 360,000 compounds, 0.17% hits | AID 588499; note: plate controls were buffer without enzyme for full effect and enzyme alone for no effect
CCHF vOTU inh: CCHFV vOTU protease inhibition | AID 651958 | inhibition, % at 11.5 µM | 370,000 compounds, 0.55% hits | Pep-AMC fluorescence; in the data active = inhibition above about 30%; note: 0% = vehicle wells with enzyme and 100% = no enzyme wells
Vc quorum ag: inducers of Vibrio cholerae quorum light production without autoinducers; activation, % at 18.7 µM; V. cholerae BH1578 lux reporter, luminescence, 6 h; 350,000 compounds, 0.16% hits; AID 588436; in the data active = activation mostly above about 9.7%, no sharp cut-off; inconclusive = no clear call, values can overlap the other calls; inactive = mostly below about 3.7%; note: not every result past the cut was called active; inactives centre near 0; reference of the scale not given here
Yp Topo-I inh: Y. pestis Topo-I inhibition via cleavage products | activity, % at 10 µM | 360,000 compounds, 0.064% hits | AID 504884 | Y. pestis Topo-I cleavage product accumulation, plate reader; in the data active = activity above about 50%, passing the limit was not always enough; inconclusive = no clear call, values can overlap the other calls; note: inactives centre near 2
Anthrax LF prot: blocks Bacillus anthracis lethal factor protease; P15917; multiplex microsphere protease cleavage assay, LF; inhibition, % at 10 µM; 360,000 compounds, 0.12% hits; AID 588501; note: plate controls were buffer without enzyme for full effect and enzyme alone for no effect
VHR inh abs: DUSP3 (human) phosphatase inhibition | P51452 | recombinant VHR phosphatase, pNPP absorbance | inhibition, % at 13.3 µM | 290,000 compounds, 0.52% hits; in the data active = inhibition above about 50%; note: some compounds called inactive have numbers as strong as hits
SSB-PriA inh: K. pneumoniae PriA-SSBct interaction inhibition; AlphaScreen SSBct-PriA binding, biotinylated peptide; inhibition, % at 33 µM; 430,000 compounds, 0.6% hits; AID 1272365; in the data active = inhibition mostly above about 37%, no sharp cut-off; inactive = mostly below about 20%;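 note: plate controls were negative control peptide for no effect and reference peptide for full effect; strong numbers were not always called active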
3CLpro inhibitor: SARS-CoV 3CLpro protease inhibition; P0C6X7; recombinant SARS-CoV 3CLpro, quenched FRET peptide cleavage; inhibition, % at 6 µM; 290,000 compounds, 0.14% hits; in the data active = inhibition above about 12%
PfHsp40 rescue: restores yeast growth despite PfHsp40 toxicity; 340,000 compounds, 0.68% hits; S. cerevisiae expressing PfHsp40, growth rescue, ATP luminescence; growth rescue, % at 12.5 µM; in the data active = growth rescue above about 28%, passing the limit was not always enough; inconclusive = no clear call, values can overlap the other calls;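 note: yeast W303a lacking pdr1 and pdr3 grown in galactose medium; growth measured after three days at 30 °C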
TcdB GH inh: inhibitors of Clostridioides difficile toxin B glycohydrolase. 350,000 compounds, 0.24% hits. P18177. TcdB glycohydrolase enzymatic assay, plate reader. inhibition, % at 9.99 µM; in the data active = inhibition above about 10%
* = called active by the depositor; i = inactive; ? = inconclusive; . = not tested or not shown; & = joins results of further samples. Cut-off read from the data, not from the text of the source, unless noted: active = inhibition above about 30%; inconclusive = no clear call, values can overlap the other calls; inactive = below that. Not all compounds are listed; rates above refer to the full screens.

compound	BoNT A protease	CCHF vOTU inh	Vc quorum ag	Yp Topo-I inh	Anthrax LF prot	VHR inh abs	SSB-PriA inh	3CLpro inhibitor	PfHsp40 rescue	TcdB GH inh
CCc1ccc(N(C(=O)c2csnn2)C(C(=O)NC(C)(C)CC)c2cccnc2)cc1 (stereo unspecified)	-2.3	8	i	-3	-4	13	-11	6	-0.4	2.0
COc1ccccc1NS(=O)(=O)c1cc(C(=O)NCC(C)(C)N2CCOCC2)ccc1C	2.1	-9	2.4	-1	0	.	8	.	2.5	0.1
O=c1[nH]c(=O)n(Cc2ccco2)c(O)c1C=NCc1cccs1	0.4	-10	-1.4	6	0	-7	-14	6	0.8	.
CNc1cccc(-c2cc(OC)c(OC)c(OC)c2)n1	0.2	-4	i	0	-8	.	.	.	.	1.0
Cc1ccc(-c2c(NC(=O)c3ccco3)oc3ccccc3c2=O)cc1	0.5	25	i	-1	-1	5	4	4	0.7	0.5
CC1CN(CC(=O)Nc2ccc(S(N)(=O)=O)cc2)CC(C)O1 (stereo unspecified)	-1.4	.	-2.1	4	13	.	-1	4	-0.3	0.5
CCCCn1c(C)c(C(=O)OCC)c2c(CN3CCOCC3)c(O)ccc21	0.2	-9	-6.5	1	-1	30	6	5	-0.8	0.1
Cc1ccc(N(CC(=O)NC(C)c2ccccc2)S(=O)(=O)c2cccs2)cc1 (stereo unspecified)	-4.2	1	1.4	0	-8	19	1	0	0.2	.
COc1ccc(Cn2cnc3c(N)c(C)c(C)cc32)cc1	-3.1	7	-0.4	0	-9	13	4	2	.	-0.1
O=C(COC(=O)c1cc(S(=O)(=O)N2CCOCC2)ccc1O)Nc1cc(S(=O)(=O)N2CCCC2)ccc1Cl	-1.4	-8	-0.4	-3	0	9	1	-2	0.4	-0.3
COc1ccc(CCC(=O)Nc2cccc(S(=O)(=O)N3CCCCCC3)c2)cc1OC	-0.4	11	-1.4	30	-8	.	0	.	-1.6	1.4
COc1ccc(C(=O)Nc2ccnn2C2CCN(C(=O)CCC(F)(F)F)CC2)cc1	-2.2	-2	0.2	1	1	2	-1	5	-2.2	0.4
CC(=O)Nc1ccc(S(=O)(=O)N2CCN(c3ccc(C(C)=O)cc3)CC2)cc1	-0.1	10	-0.7	4	-1	.	.	.	.	-0.6
O=C(CSc1nnc(NC(=O)C2CC2)s1)NCc1ccccc1	-0.2	7	-0.2	5	-1	-3	-4	2	0.6	1.4
COCc1c(C(=O)N(C)Cc2ccccc2N2CCCC2)oc2ccccc12	-1.7	2	i	6	?	.	2	.	-0.4	2.3

A section taken from the entries so far, as a working copy:
compound	BoNT A protease	CCHF vOTU inh	Vc quorum ag	Yp Topo-I inh	Anthrax LF prot	VHR inh abs	SSB-PriA inh	3CLpro inhibitor	PfHsp40 rescue	TcdB GH inh
COc1ccc(Cn2cnc3c(N)c(C)c(C)cc32)cc1	-3.1	7	-0.4	0	-9	13	4	2	.	-0.1
O=C(COC(=O)c1cc(S(=O)(=O)N2CCOCC2)ccc1O)Nc1cc(S(=O)(=O)N2CCCC2)ccc1Cl	-1.4	-8	-0.4	-3	0	9	1	-2	0.4	-0.3
COc1ccc(CCC(=O)Nc2cccc(S(=O)(=O)N3CCCCCC3)c2)cc1OC	-0.4	11	-1.4	30	-8	.	0	.	-1.6	1.4
COc1ccc(C(=O)Nc2ccnn2C2CCN(C(=O)CCC(F)(F)F)CC2)cc1	-2.2	-2	0.2	1	1	2	-1	5	-2.2	0.4

(list continues)
compound	BoNT A protease	CCHF vOTU inh	Vc quorum ag	Yp Topo-I inh	Anthrax LF prot	VHR inh abs	SSB-PriA inh	3CLpro inhibitor	PfHsp40 rescue	TcdB GH inh
CCOC(=O)C1CCCN(C(=O)C2COc3ccccc3O2)C1 (stereo unspecified)	-1.9	2	i	5	-5	.	-5	.	-0.4	3.3
O=C(NCc1ccccc1)C1=C[C@H](c2csc3ccccc23)C[C@H](OCCCCO)O1	0.7	-7	i	23	4	14	-7	-7	1.9	-8.9&1.7
CCOC(=O)c1ccc(N=c2scc(C)n2CC)cc1	-0.9	1	i	9	-3	38	29	0	0.3	1.1
Cc1cccc(NC(=O)N2CCN(Cc3ccc4c(c3)OCO4)CC2)c1C	-0.7	-8	-0.2	-8	-1	21	-2	8	-1.4	2.7
CC(NC(=O)c1ccc(Br)cc1)c1ccc2c(c1)CCCC2 (stereo unspecified)	0.6	-12	-0.2	5	1	32	-11	2	137*	.
COc1ccc(C(C)(C)C)cc1NC(=O)CCCN1C(=O)NC(C)(C)C1=O	0.7	5	-2.6	-9	8	.	-7	.	-1.0	0.4
Cc1cccc(S(=O)(=O)NC(=O)C2(C)CCN2C(=O)C/C=C/c2ccccc2)c1 (stereo unspecified)	-0.2	0	i	7	1	.	.	.	.	-2.1
Cc1ccc(S(=O)(=O)/N=C(/NNC(=O)c2cccc(Cl)c2)c2ccccc2)cc1	1.9	-5	-0.1	0	4	20	.	-1	0.9	-12
O=S(=O)(NCc1ccc(F)cc1)c1cccc(S(=O)(=O)N2CCOCC2)c1	0.9	-13	i	12	1	2	-11	1	-0.9	.
O=C(COc1ccc2c3c(c(=O)oc2c1)CCC3)N1CCCCC1	0.6	-3	-0.1	5	-2	35	1	-2	0.9	0.1
Cc1cccc2nc(CSCc3ccco3)cn12	0.8	14	i	-11	-2	14	-2	0	0.4	.
O=C(Cc1csc(Nc2nc(=S)[nH]c3ccccc23)n1)NCc1cccc(Cl)c1	-0.1	7	-3.7	3	-1	14	2	2	-0.4	.
CC1(Cc2ccc(F)cc2)C(=O)Nc2ccc(-c3cccnc3)cc21 (stereo unspecified)	-0.1	13	i	12	5	.	.	.	.	1.0
O=C(NCCCNC(=O)c1ccccn1)c1ccc(Br)cc1	-2.8	-3	-0.5	3	-4	23	1	-6	-0.9	0.8
CCCCN(C(=O)c1cc(S(=O)(=O)N2CCOCC2)ccc1N1CCOCC1)c1ccccc1	0.2	-7	0.2	35	6	.	.	.	.	-1.9
Cc1cc(Cl)ccc1NNC(=O)CCc1ccccc1	?	-5	i	-4	-7	-28	-5	0	3.6	-9.0
CCOC(=O)C1=C(C)OC(N)=C(C(=O)OCC)C1c1cccnc1 (stereo unspecified)	0.3	-9	i	1	-2	27	-2	-4	-0.4	.
CN(Cc1ccccc1)C(=O)c1ncn2c1C(=O)N(C)CC2	-0.4	-6	-0.2	5	-1	.	.	.	.	-4.1
COc1cc(C)c(C(=O)Oc2cc(C)c(C(=O)O)c(O)c2C)c(O)c1C	-0.9	23	-0.4	-9	-1	.	-1	.	?	0.6
Cc1ccc(C)c(S(=O)(=O)N2CCN(CC(=O)Nc3ccc([N+](=O)[O-])cc3)CC2)c1	-0.2	-8	-0.4	13	-1	0	-12	-6	1.3	0.1
COc1ccccc1NC(=O)COC(=O)COc1ccccc1F	1.6	3	-0.3	17	-4	.	-4	.	-0.3	0.0
CC(CC(=O)O)CC(=O)N1CCN(S(=O)(=O)c2cccs2)CC1 (stereo unspecified)	1.2	0	i	3	6	-4	-4	-1	-1.1	0.4
COc1ccc(S(=O)(=O)NCCc2ccccn2)cc1	0.5	5	i	10	-1	.	4	.	-0.7	1.0
Cc1ccc([N+](=O)[O-])cc1S(=O)(=O)N1CCC(C)CC1	-1.7	13	-0.2	5	-5	18	6	-3	-0.5	1.5
Cc1ccccc1NC(=O)NCCN1C(=O)C2C3C=CC(C3)C2C1=O (stereo unspecified)	-1.4	-4	-0.4	-6	-5	2	-9	1	-1.6	0.1
Cc1cc(C(=O)NCC(=O)OCC(=O)N(C2CCCCC2)C2CCCCC2)ccc1[N+](=O)[O-]	0.0	24	0.4	-3	0	3	4	1	3.8	.
CCOC(=O)C1Nc2ccccc2C2c3ccccc3CC12 (stereo unspecified)	0.0	-5	5.3	33	-8	.	-4	.	0.1	.
CCn1c(CSc2nc(C)cc(C)n2)nnc1SCC(=O)Nc1cccc2ccccc12	-0.4	-1	i	13	-4	12	5	-2	-1.3	-1.4
Cn1c(SCC(=O)NC2CC2)nnc1-c1ccccc1Cl	1.4	-3	i	5	-2	36	-2	-3	-0.3	0.9
COc1cccc(NC(=O)COC(=O)c2nc3nccc(C)n3n2)c1	4.7	-4	-2.9	0	1	7	5	1	0.4	.
O=C(/C=C/c1ccccc1Cl)OCC(=O)N1CCCC1	0.2	-3	i	-9	0	.	-4	.	1.1	-5.8
COc1ccc(OC)c(S(=O)(=O)Nc2cc(C)on2)c1	-0.9	19	-0.5	3	0	5	-7	5	2.1	2.2
CC(=O)c1c(C)[nH]c(C(=O)NC2CCCCC2)c1C	-0.1	11	i	7	-1	21	-6	-5	-0.5	.
O=C(O)CC1(c2ccccc2)C(=O)c2ccccc2C1=O	-0.3	17	.	-1	6	-17	12	1	-0.3	.
CCN(CC)CCCNC(=O)C1CCC(=O)N(c2ccc(OC)cc2)C1c1ccc(F)cc1 (stereo unspecified)	0.4	16	-0.4	0	-2	15	-11	0	-1.4	.
O=[N+]([O-])c1ccccc1S(=O)(=O)Nc1ccc2c(c1)OCCO2	-3.6	0	i	-7	-13	39	13	2	-0.8	6.8
COc1cc(CNCc2cccc3ccccc23)cc(OC)c1	5.3	4	-0.3	7	-12	39	-18	2	0.2	0.4
Cc1ccccc1-c1nc(CS(=O)CC(=O)NCCN2CCN(Cc3ccccc3)CC2)c(C)o1 (stereo unspecified)	?	1	i	19	-4	9	-2	0	-1.1	.
Cc1cc(NC(=O)C2C3C(=O)N(Cc4ccc(Cl)cc4)C(C(=O)NCc4ccccc4)C34C=CC2(C)O4)no1 (stereo unspecified)	-0.8	6	i	11	-3	29	-6	6	1.1	.
Cc1ccc(OCC(=O)NCc2ccccn2)c(Br)c1	0.4	4	.	14	-3	1	1	3	-0.1	.
O=C(Oc1c(-c2ccco2)oc2ccccc2c1=O)c1cccnc1	-0.8	15	i	3	-2	2	-4	2	2.5	-3.5
CN(C)c1nc(NCc2ccccc2)nc(N/N=C/c2ccc3c(c2)OCO3)n1	-0.3	8	i	-3	-1	-3	.	-2	1.5	.
CC(C)CC(NC(N)=O)C(=O)Nc1cccc([N+](=O)[O-])c1 (stereo unspecified)	0.0	4	i	1	-2	13	-13	-1	0.3	-1.0
COC(=O)C1=C(c2ccccc2OCc2ccccc2)C[C@@H]2CC[C@H]1N2C(=O)NCc1cccc(C(F)(F)F)c1	-0.2	8	0.3	42	-3	.	-8	.	1.4	-3.6
Fc1ccc(NC(=S)NN=C2CCCCCC2)cc1	-0.2	-1	0.8	0	0	18	12	-1	-0.4	1.4
Cc1ccn2c(Nc3ccccc3C)c(-c3ccccn3)nc2c1	-2.0	9	i	-8	-5	25	100	-1	11	5.2
Cc1ccn2cc(CNS(=O)(=O)c3ccc4c(c3)OCCO4)nc2c1	-0.5	-2	-0.2	5	2	5	-7	-2	-0.4	0.5
Cc1cc(N2CCC(C(=O)N3CCN(c4cccc(C)c4C)CC3)CC2)n2ncnc2n1	-5.4	-5	i	6	-6	10	6	2	-0.7	.
Cc1cc(NC(=O)Cn2c(=O)c3c(ncn3CC(C)C)n(Cc3ccccc3)c2=O)no1	-0.3	-1	i	-2	2	6	-2	3	0.0	.
COc1ccc(/C=N/Nc2nnc(C)n2N)cc1OC(C)=O	-2.6	93*	i	-9	-6	-2	.	-4	-0.7	-0.3
CC(C)CN1CCC1(C)C(=O)Nc1ccc(OC(F)F)cc1 (stereo unspecified)	-0.2	15	-0.8	-3	-6	.	.	.	.	-0.8

Screens from PubChem BioAssay.
